Screens as filed in PubChem BioAssay.
NLRP3 yeast inh = blocks the NALP3 inflammasome reconstituted in yeast; Yeast reconstituted NLRP3/ASC/caspase-1, beta-gal luminescence, 24 h; inhibition, % at 10 µM; hit rate 0.39% among 330,000; AID 2825;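 active = inhibition of 50% or more; inactive = inhibition below 50%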;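 also: plate controls were induced DMSO wells for no effect and uninduced yeast grown without galactose for full effect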
UPR CHOP act = apoptotic UPR (CHOP) activation; CHO-CHOP luciferase reporter, luminescence; percent of tunicamycin response over DMSO baseline; activation, % at 10 µM; hit rate 0.34% among 330,000;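 active = at 10 µM dose, activation of 40% or more, normalized to positive control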;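 also: 100% = tunicamycin at 10 µg/mL and 0% = DMSO alone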
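Evaluation: % reporter activation, DMSO baseline versus tunicamycin full activation; System: CHO-CHOP luciferase reporter cell line; Input: 500 cells/well; Incubation: 6 h compound treatment, 37 °C; Measured by: Steady-Glo luciferase luminescence; Dosing: one dose, 10 µM in 0.5% DMSO; Buffer or medium: F12 medium, 10% FBS; Benchmarks: positive tunicamycin 10 µg/mL, negative DMSO alone.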
TIM10 inh = growth inhibitors of TIM10 yeast strain; inhibition, % at 10 µM; hit rate 1.4% among 330,000; S. cerevisiae TIM10 strain growth, BacTiter-Glo luminescence, 24 h;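 active = inhibition of 40% or more at the single tested concentration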;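 also: wild-type TIM10 isogenic control strain grown at permissive 25 °C; 0% = DMSO yeast wells and 100% = minimal medium wells without yeast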
UPR XBP1 act = adaptive UPR (XBP1) activation. CHO-XBP1 luciferase reporter, IRE1-XBP1 UPR activation, luminescence; percent of tunicamycin response, DMSO as zero. activation, % at 20 µM. hit rate 0.33% among 330,000. AID 463104;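 active = versus positive control, 20 µM dose yields 30% or more activation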;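 also: 100% = tunicamycin at 10 µg/mL and 0% = DMSO only wells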
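Material – CHO cell line with stable XBP1 luciferase reporter · Buffer or medium – F12 plus 10% FBS · Compound – single point, 20 µM final compound, 1% DMSO · Schedule – 16-18 h cell attachment at 37 °C, then 6 h compound exposure · Signal – Steady-Glo luminescence read · Benchmarks – high control tunicamycin 10 µg/mL final, low control DMSO vehicle only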
NR3A LBD binder = modulators (binders) of human NR3A ligand-binding domain. hit rate 2.5% among 340,000. AID 1259313. NR3A LBD differential scanning fluorimetry, Tm shift; 0% = protein alone, 100% = glycine-bound protein. Tm shift relative to glycine control, % at 25 µM;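 active = melting temperature shift of at least 10% of the positive control shift, at one fixed dose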
tim10-1 inh = inhibits growth of tim10-1 mutant yeast | inhibition, % at 20 µM | hit rate 2.2% among 330,000 | S. cerevisiae tim10-1 ts strain growth, BacTiter-Glo, 24 h;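 active = inhibition of at least 40%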;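 also: mutant grown at 25 °C; 0% = DMSO wells with yeast and 100% = wells holding no yeast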
APJ ag = APJ receptor agonism; P35414; CHO-K1 APJ PathHunter beta-arrestin, luminescence; 0% DMSO wells, 100% apelin; activation, % at 20 µM; hit rate 0.11% among 330,000; AID 2520;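 active = activation more than six SD over the plate average, tested at 20 µM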;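 also: 0% = DMSO alone and 100% = apelin-13 at 10 nM; some results filed as inactive read as strong as hits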
Target sequence (P35414 whole entry, looked up): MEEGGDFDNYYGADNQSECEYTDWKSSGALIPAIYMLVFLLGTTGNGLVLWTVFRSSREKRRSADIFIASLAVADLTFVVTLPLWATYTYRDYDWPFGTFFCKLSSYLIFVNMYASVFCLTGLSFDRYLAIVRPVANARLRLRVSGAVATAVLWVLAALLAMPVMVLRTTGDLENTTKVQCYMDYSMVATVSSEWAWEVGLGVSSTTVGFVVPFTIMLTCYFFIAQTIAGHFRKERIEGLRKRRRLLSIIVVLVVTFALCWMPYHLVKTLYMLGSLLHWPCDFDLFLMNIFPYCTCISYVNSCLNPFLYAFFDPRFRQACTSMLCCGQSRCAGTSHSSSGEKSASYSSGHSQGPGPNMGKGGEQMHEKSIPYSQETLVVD
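Assay system – PathHunter CHO-K1 APJ (AGTRL-1) beta-arrestin reporter cells · Compound – one dose, 20 µM compound, 1% DMSO · Timing – compound 90 min 25 °C, reagent 1 h · Measured by – luminescence from split beta-galactosidase complementation, Galacton Star/Emerald II substrate · Measure – beta-arrestin recruitment to APJ as agonist activity, luminescent signal · Benchmarks – DMSO vs Apelin-13 10 nM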
Mdm2 MdmX PPI = inhibitors of human Mdm2/MdmX interaction; hit rate 3% among 330,000; inhibition, % at 8 µM; SaOS-2 split-luciferase Mdm2/MdmX complementation, luminescence; AID 485346; O15151+Q00987;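 active = inhibition of at least 50% at 8 µM in the primary screen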
tim23-1 inh = inhibits growth of tim23-1 mutant yeast; S. cerevisiae tim23-1 growth, BacTiter-Glo luminescence, 24 h; inhibition, % at 20 µM; hit rate 1.3% among 330,000; AID 463212;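 active = growth inhibition of the mutant yeast at or above 50%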;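 also: temperature-sensitive mutant grown at 25 °C; plate controls were DMSO-treated mutant yeast for no effect and medium wells lacking yeast for full effect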
The depositor's hits bear a star.

SMILES,tim10-1 inh,APJ ag,UPR XBP1 act,NLRP3 yeast inh,UPR CHOP act,NR3A LBD binder,Mdm2 MdmX PPI,tim23-1 inh,TIM10 inh
Cc1ccc(CNS(=O)(=O)CCNC(=O)c2ccc3c(c2)OCO3)cc1,12.5,0.6,3.3,21.9,-0.5,1.4,5.2,20.2,2.6
O=[N+]([O-])c1ccc2c(c1)nc(CO)n2Cc1ccccc1,-8.8,-4.0,-4.4,13.0,1.3,-0.9,17.0,3.6,-7.6
Brc1ccc(-c2noc(CCc3ccccc3)n2)o1,8.9,-2.6,2.8,16.4,1.5,-1.0,-16.1,13.7,9.2
Fc1ccccc1N1CCN(c2cnc3ccccc3n2)CC1,-3.4,-3.1,2.3,30.5,3.4,0.5,-254.2,14.0,-14.3
C/C(=N\NC(=O)c1ccc(NS(=O)(=O)c2cccs2)cc1)c1ccc(C(C)(C)C)cc1,12.9,-3.8,-1.4,9.9,-0.7,14.9*,-3.2,12.2,12.4
O=C(Nn1cnnc1)c1ccc(Cl)cc1[N+](=O)[O-],8.1,2.1,-5.9,8.3,4.2,0.7,8.0,14.1,5.2
COCCn1c(Cc2ccccc2)nnc1SCC(=O)N(C)C,5.9,1.2,-2.8,15.6,-0.9,-0.8,-1.4,22.6,0.9
COc1ccccc1/C=C/c1nc(S(=O)(=O)c2ccccc2)c(NCCN(C)C)o1,3.1,-0.1,-1.9,10.6,3.3,0.1,-9.1,5.7,16.1
CN1C(=O)/C(=C\c2ccccc2OCc2ccccc2)SC1=S,16.4,0.5,-3.8,9.6,-2.5,0.5,15.4,4.0,-17.4
CCOC(=O)CN1Cc2cccc(C(=O)O)c2C1=O,-13.5,-0.7,0.1,15.3,1.5,-4.8,-6.8,4.0,-12.4
COc1cc(/C=C/C(=O)O)cc2c1OCCO2,12.1,0.7,-2.1,-4.2,1.1,0.4,1.1,-1.0,-3.6
Cc1nn(CCCC(=O)NCc2ccc(F)cc2)c(C)c1[N+](=O)[O-],-16.1,-0.9,-3.3,-5.5,2.4,-0.4,7.6,-13.7,-9.9
COc1ccc2nc(NC(=O)CN3CCOCC3)sc2c1,5.9,4.0,1.9,4.4,0.9,-1.0,-8.8,12.4,-1.7
Cc1ccc(O)c(C(=O)c2cnc3c(c2)COc2ccc(C)cc2-3)c1,17.5,-3.5,7.2,8.0,1.5,-31.0,45.6,29.6,-7.5
CC1(C)CC(=O)C(CC2C(=O)CC(C)(C)CC2=O)C(=O)C1,1.1,1.4,-0.2,16.7,0.6,2.9,10.0,5.7,8.8
CCc1nnc(NC(=O)c2ccc(S(=O)(=O)N3CCCCCC3)cc2)s1,-0.1,0.3,-0.8,11.7,-2.7,-2.7,8.0,-11.5,12.1
CCC1CCCCN1Cc1ccc(CNC(=O)CCc2nnc3ccc(N4CCCCC4)nn23)o1 (stereo unspecified),-18.7,1.1,-4.5,8.5,-0.5,-1.1,11.5,6.3,-7.7
Oc1c(C(c2ccccc2)N2CCCCC2)sc2ncnn12 (stereo unspecified),-11.3,-1.5,-3.8,9.7,0.5,0.6,12.9,-14.8,-12.9
C[C@H](CO)N1C[C@H](C)[C@H](CN(C)S(C)(=O)=O)Oc2c(cccc2N(C)C)C1=O,-0.9,-2.3,-2.1,11.8,-0.9,-1.5,0.0,0.0,-2.7
CC(C)OC(=O)CSc1nnc(-c2ccc(Cl)cc2)n1N,7.5,-1.6,-3.9,20.6,-0.6,-0.5,-38.3,5.7,-10.5
CCCCCN(C(=O)CCC(=O)OCC(=O)NC1CCC(C)CC1)c1c(N)n(CCCC)c(=O)[nH]c1=O (stereo unspecified),-10.4,-3.2,0.9,8.6,-0.2,-0.6,-18.6,-11.0,1.8
Cn1nc(C(=O)Nc2ccc(Br)cc2)cc1C(=O)Nc1ccc(Br)cc1,6.3,0.8,-4.2,9.7,1.2,3.3,23.4,4.0,-3.3
Cc1ccc2nc(NC(=O)C3CCN(S(=O)(=O)c4ccc5c(c4)oc(=O)n5C)CC3)sc2c1,3.5,2.6,-3.9,11.2,7.6,0.6,-17.5,9.0,1.7
CCO[C@H]1OC(C(=O)N2CCOCC2)=C[C@@H](C2CC2)[C@@H]1CCCO,-18.4,3.1,0.0,10.5,0.6,1.6,-17.4,-2.5,-10.7
CC(C)(C)c1cc(-n2ccnc2)n2ncc(-c3ccc(Cl)cc3)c2n1,15.9,-3.1,0.7,10.7,2.3,2.9,34.2,-0.3,-3.8
Cc1c(Cc2ccccc2)c(=O)oc2cc(OCC(=O)N3CCC(C(=O)O)CC3)ccc12,12.3,-3.9,-0.7,-1.1,0.2,-0.7,13.4,12.5,-2.7
CCCCc1nnc(NC(=O)C(C)Sc2nc(O)c(Cc3ccccc3)c(=O)[nH]2)s1 (stereo unspecified),-1.2,-3.1,-0.9,6.3,0.9,-1.9,7.9,-1.1,8.4
CC(Sc1nnnn1-c1ccc(O)cc1)C(=O)NNC(=O)c1ccc(F)cc1 (stereo unspecified),-2.9,-2.8,-0.5,13.3,1.3,-0.8,8.8,-15.1,2.3
C=CCOc1ccccc1CN1CCC(n2nccc2NC(=O)C2CCOC2)CC1 (stereo unspecified),-21.1,-5.9,-5.0,7.5,-0.8,0.8,13.5,-14.6,-5.4
NNC(=O)Cn1c(-c2nonc2N)nc2ccccc21,7.8,-2.6,3.6,30.5,0.1,-0.7,-9.4,17.9,15.6
COc1ccccc1NS(=O)(=O)c1ccc(O)cc1,0.3,-1.7,-0.4,-1.3,0.0,0.7,8.8,-26.6,-22.3
O=C(OCc1nnc(-c2ccccc2)o1)C1=COCCO1,6.0,0.4,1.5,6.1,2.4,0.1,-13.2,9.6,9.3
Cc1cc2ncn(CC(C)C)c2cc1C,-4.0,-4.0,-0.1,4.7,-0.7,-2.7,11.1,14.1,-8.0
Cc1ccc(NC(=O)C2CC(O)CN2C(=O)OCc2ccccc2)c(C)c1 (stereo unspecified),-11.8,-3.5,-3.5,18.5,2.1,-3.6,13.4,8.2,-4.5
CCn1c(SCC(=O)NCCOC)nc2sc3c(c2c1=O)CCCC3,17.7,-5.5,-1.6,11.4,-0.6,-0.2,12.4,14.1,6.7
Cc1ccc2c(c1)N(CC(=O)Nc1ncccc1C)C(=O)C(C(C)C)O2 (stereo unspecified),-16.8,-0.8,-3.0,7.2,-2.8,0.2,-11.8,-6.1,-4.7
COc1ccc(-c2nc3ccccc3c(=O)n2CCOc2cc(C)ccc2C)cc1,11.6,-3.4,-3.3,8.7,-2.4,-3.1,-21.3,4.3,3.8
COc1ccc(NC(=O)c2ccc3ncsc3c2)c2ccccc12,-9.2,0.0,-4.8,41.6,2.3,-1.1,23.4,-3.4,-1.2
CCOP(=O)(OCC)C(Nc1cccc([N+](=O)[O-])c1)c1ccccc1 (stereo unspecified),23.2,-5.3,-0.2,8.5,-1.2,-0.6,13.5,23.7,25.6
Cc1cc(NC(=O)CN(C)S(=O)(=O)c2ccc(-c3ccc(=O)[nH]n3)s2)ccc1Br,-5.9,2.1,-3.0,4.7,1.7,-3.8,27.7,-4.3,-10.3
CC(C)(C)NC(=O)CC1C[C@H](C(=O)N2CCOCC2)[C@@]2(C)c3[nH]c4ccccc4c3CCN2C1=O (stereo partly specified),-9.0,-3.1,1.3,18.7,1.6,-1.5,4.6,2.2,2.6
O=C(CN1CCN(Cc2ccccc2Cl)CC1)N=Nc1c(O)[nH]c2ccccc12,5.1,-2.8,6.8,9.3,0.8,-1.2,25.6,14.4,-10.3
Cc1cccc(C(=O)N/N=C/c2ccncc2)c1,2.6,-4.0,0.3,14.2,2.5,0.5,-4.2,-3.2,-32.8
Cc1ccc2c(c1)C=CC(C#N)N2C(=O)c1ccccc1 (stereo unspecified),32.5,-5.7,-2.3,-4.0,-3.2,-2.5,46.0,10.8,7.2
O=C(N/N=C\c1cccc(F)c1)c1ccc(Cn2cc(Br)c([N+](=O)[O-])n2)o1,12.8,0.2,2.0,5.3,1.7,-2.2,1.6,-6.6,12.6
CCO[C@@H]1OC(C(=O)N2CCN(C)CC2)=C[C@H](C2CCCCC2)[C@H]1CCCO,-12.2,-3.3,2.0,10.6,-0.6,-1.8,7.8,-1.1,5.7
CC(C)C(C)NC(=O)COc1ccc(S(=O)(=O)N2CCOCC2)cc1Cl (stereo unspecified),10.4,-0.4,2.5,24.0,-0.9,-0.6,-18.8,13.7,15.8
CCOc1ccc(N2C(=O)Nc3ccccc3C2(O)C(=O)NCc2ccc3c(c2)OCO3)cc1 (stereo unspecified),3.2,6.6,-3.3,7.6,-0.6,4.3,-12.4,3.9,-9.8
O=C(OCC(=O)c1ccc[nH]1)c1ccc(Cl)nc1,4.9,-1.9,-1.8,15.9,1.6,-0.8,9.4,3.4,5.4
O=C(CN1C(=O)C2CC=CCC2C1=O)NCC(=O)Nc1ccc(F)c(F)c1F (stereo unspecified),7.7,1.1,-0.5,2.2,-1.8,0.7,-40.1,3.9,1.7
CCOc1ccccc1N(CC(=O)N1CCOCC1)S(=O)(=O)c1ccccc1,18.1,1.7,0.5,14.0,-2.1,-0.7,6.8,7.9,3.7
COc1ccccc1NS(=O)(=O)c1cc(NC(=O)c2sccc2C)ccc1N1CCCC1,26.8,-2.4,-1.3,20.4,1.1,-0.9,-0.6,30.7,10.8
CC(C)P(=O)(Cc1cccc(C#N)c1)C(C)C,-6.8,4.0,0.6,2.8,-1.6,4.4,36.3,15.3,-3.4
O=C(CSc1nnc(-c2cccnc2)n1-c1ccc(SC(F)F)cc1)N1CCCc2ccccc21,16.0,-4.2,1.1,-2.0,1.1,-0.7,20.3,-2.6,14.2
COCCNC(=O)c1onc(CSc2nc3ccccc3[nH]2)c1C(=O)NCCOC,10.2,5.7,-0.4,8.9,-1.4,-0.4,-9.9,-1.6,4.1
CCc1nc(SCC(=O)Nc2ccnc3ccccc23)n[nH]1,-2.4,0.8,-2.6,9.7,-0.8,0.5,27.4,2.9,-18.0
Cc1ccc(C(=O)N(C)CC(=O)Nc2ccc(Cl)c(C(F)(F)F)c2)cc1S(=O)(=O)N1CCCCC1,8.8,-1.5,-2.9,-5.4,-1.4,8.3,46.3,14.5,16.2

Some of the entries so far, as labelled records:
O=C(CN1C(=O)C2CC=CCC2C1=O)NCC(=O)Nc1ccc(F)c(F)c1F (stereo unspecified)
  tim10-1 inh: 7.7	APJ ag: 1.1	UPR XBP1 act: -0.5	NLRP3 yeast inh: 2.2	UPR CHOP act: -1.8	NR3A LBD binder: 0.7	Mdm2 MdmX PPI: -40.1	tim23-1 inh: 3.9	TIM10 inh: 1.7
CCOc1ccccc1N(CC(=O)N1CCOCC1)S(=O)(=O)c1ccccc1
  tim10-1 inh: 18.1	APJ ag: 1.7	UPR XBP1 act: 0.5	NLRP3 yeast inh: 14.0	UPR CHOP act: -2.1	NR3A LBD binder: -0.7	Mdm2 MdmX PPI: 6.8	tim23-1 inh: 7.9	TIM10 inh: 3.7
